Screens: PubChem, Broad Institute
IDH1 R132H inh = IDH1 R132H (human) inhibition | O75874 | IDH1 R132H reductase, diaphorase/resazurin fluorescence, 60 min | inhibition, % at 10 µM | 70,000 tested, 0.18% active | AID 624101; in the data active = inhibition above about 34%;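 note: 0% = DMSO and 100% = no enzyme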
PRC2 inh = inhibitors of human EZH2/PRC2 methyltransferase | PRC2 H3K27 methylation, DELFIA TRF, 1 h | 57,000 tested, 0.35% active | inhibition, % at 12.5 µM;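 active = mean inhibition of replicates at least 50% and every single replicate also reaching 50%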;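 note: dimethyl H3K27 on biotinylated H3 21-44 peptide detected by antibody; plate controls were median neutral control wells for no effect and median positive control wells for full effect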
Target sequence (Q15910 whole entry, looked up): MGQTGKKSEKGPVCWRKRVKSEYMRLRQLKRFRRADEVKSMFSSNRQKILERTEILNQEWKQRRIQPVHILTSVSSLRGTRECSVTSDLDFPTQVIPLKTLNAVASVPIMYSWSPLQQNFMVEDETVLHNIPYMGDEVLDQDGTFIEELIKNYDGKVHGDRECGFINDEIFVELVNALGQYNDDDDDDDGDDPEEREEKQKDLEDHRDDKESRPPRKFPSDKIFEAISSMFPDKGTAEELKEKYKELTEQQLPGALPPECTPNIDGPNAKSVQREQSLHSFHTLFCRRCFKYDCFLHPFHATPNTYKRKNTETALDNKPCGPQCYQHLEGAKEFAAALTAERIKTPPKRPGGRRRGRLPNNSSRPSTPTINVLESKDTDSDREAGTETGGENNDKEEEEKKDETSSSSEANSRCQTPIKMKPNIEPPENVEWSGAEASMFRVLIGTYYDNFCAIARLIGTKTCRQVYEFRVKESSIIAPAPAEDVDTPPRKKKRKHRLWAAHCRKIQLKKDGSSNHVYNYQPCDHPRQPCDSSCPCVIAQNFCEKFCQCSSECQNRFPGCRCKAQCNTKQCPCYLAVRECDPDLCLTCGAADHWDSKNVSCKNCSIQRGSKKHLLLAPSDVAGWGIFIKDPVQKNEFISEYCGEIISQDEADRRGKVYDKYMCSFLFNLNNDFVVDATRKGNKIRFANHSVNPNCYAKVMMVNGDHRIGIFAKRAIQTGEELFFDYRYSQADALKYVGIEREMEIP
Starred values were filed as active, the others as inactive; · = not tested or not shown. Only part of the results is shown (hit frequency here may not be typical).

SMILES	IDH1 R132H inh	PRC2 inh
CCOc1ccc(NC(=S)Nc2sc3c(c2C(=O)OC)CCC3)c([N+](=O)[O-])c1	0.5	39
COc1ccc(OCC(=O)Nc2ccc(-c3nc4cc(C)ccc4o3)cc2)cc1	-0.3	0
C[C@H](CO)N1C[C@H](C)[C@@H](CN(C)C(=O)c2ccccc2)Oc2ncc(C3=CCCCC3)cc2C1=O	3.6	·
O=C(C[C@H]1CC[C@@H](NC(=O)C2CCC2)[C@@H](CO)O1)NC1CCCCC1	-0.2	-6
C[C@H](CO)N1C[C@H](C)[C@H](CN(C)C(=O)Cc2ccccc2)Oc2ncc(C#CC3(O)CCCC3)cc2C1=O	0.2	·
C[C@H](CO)N1C[C@H](C)[C@H](CN(C)C(=O)Nc2ccc3c(c2)OCO3)OCCCC[C@H](C)Oc2ccc(NC(=O)CCC(F)(F)F)cc2C1=O	0.9	·
C/C=C1\C(OC2OC(CO)C(O)C(O)C2O)OC=C(C(=O)OC)C1CC(=O)OCC1C(C)C(OC(=O)CC2C(C(=O)OC)=COC(OC3OC(CO)C(O)C(O)C3O)/C2=C\C)CC1C(CO)CO (stereo unspecified)	0.0	1
C[C@@H]1CN([C@@H](C)CO)C(=O)c2cc(NC(=O)Nc3cccc4ccccc34)ccc2O[C@H]1CN(C)Cc1ccncc1	·	-5
O=C(CCCCC(=O)N/N=C/c1ccc(O)c(O)c1O)NO	·	76*
C[C@H]1CN([C@@H](C)CO)C(=O)CCCn2nncc2CO[C@@H]1CN(C)C(=O)Nc1ccc(N2CCCCC2)cc1	·	-1
CS(=O)(=O)Nc1ccc2c(c1)[C@H]1C[C@@H](CC(=O)NCCN3CCCCC3)O[C@@H](CO)[C@H]1O2	0.4	-12
CCC(=O)Nc1ccc2c(c1)C(=O)N(C)C[C@H](OC)[C@@H](C)CN(C(=O)c1ccncc1)[C@@H](C)CO2	0.2	16
COCC#Cc1ccc2c(c1)O[C@@H](CN(C)Cc1ccc(F)cc1)[C@H](C)CN([C@H](C)CO)S2(=O)=O	-0.5	18
CNC[C@H]1Oc2ccc(N(C)C)cc2CC(=O)N([C@@H](C)CO)C[C@H]1C	2.8	6
C[C@@H]1CN([C@H](C)CO)C(=O)CCCn2nncc2CO[C@H]1CN(C)Cc1ccc(O)cc1	-0.3	-4
O=C(CSc1ncccn1)Nc1ccc(I)cc1	-0.1	-14
CO[C@@H]1CN(C)C(=O)c2cc(NS(C)(=O)=O)ccc2OC[C@@H](C)N(Cc2cccnc2)C[C@@H]1C	-0.4	-10
C[C@@H]1CN([C@@H](C)CO)S(=O)(=O)c2ccc(-c3ccncc3)cc2O[C@H]1CN(C)Cc1ccccn1	-0.3	·
Cc1noc(C)c1S(=O)(=O)Nc1ccc2c(c1)C(=O)N([C@H](C)CO)C[C@H](C)[C@H](CN(C)S(=O)(=O)c1cn(C)cn1)O2	-0.4	·
CCOc1ccccc1C(=O)Nc1ccc(S(=O)(=O)Nc2ccccn2)cc1	0.0	14
C[C@@H]1CN([C@@H](C)CO)S(=O)(=O)c2ccc(-c3cncnc3)cc2O[C@@H]1CN(C)Cc1cccnc1	·	-3
O=C(Nc1ccc2c(c1)[C@@H]1C[C@H](CC(=O)N3CCOCC3)O[C@@H](CO)[C@@H]1O2)c1ccc2c(c1)OCO2	-8.0	10
Cc1noc(C)c1S(=O)(=O)Nc1ccc2c(c1)C(=O)N([C@H](C)CO)C[C@H](C)[C@H](CN(C)Cc1ccc(C(F)(F)F)cc1)O2	·	-2
C[C@@H]1CCCCO[C@H](CN(C)CC2CCCCC2)[C@H](C)CN([C@H](C)CO)C(=O)c2cc(NS(C)(=O)=O)ccc2O1	·	4
CC(C)NC(=O)N(C)C[C@H]1Oc2cc(-c3ccncc3)ccc2S(=O)(=O)N([C@@H](C)CO)C[C@H]1C	1.2	3
C[C@@H]1CN([C@@H](C)CO)C(=O)Cc2cc(NC(=O)CCC(F)(F)F)ccc2O[C@H]1CN(C)C(=O)Nc1ccc(C(F)(F)F)cc1	-0.3	·
COc1ccc(NC(=O)Nc2ccc3c(c2)C(=O)N([C@@H](C)CO)C[C@H](C)[C@@H](CN(C)C(=O)Nc2ccc(OC)cc2)O3)cc1	0.4	·
C[C@@H]1CN([C@H](C)CO)C(=O)Cc2cc(NS(=O)(=O)c3ccc(Cl)cc3)ccc2O[C@H]1CN(C)Cc1ccncc1	3.9	-1
COCC#Cc1cnc2c(c1)C(=O)N([C@@H](C)CO)C[C@H](C)[C@@H](CN(C)C(=O)c1ccc3c(c1)OCO3)O2	·	-8
O=C(C[C@H]1C=C[C@H](NC(=O)c2ccc(F)cc2)[C@@H](CO)O1)NCCc1ccccc1	-0.1	0
C[C@@H]1CN([C@H](C)CO)C(=O)c2cc(NS(=O)(=O)c3cn(C)cn3)ccc2O[C@@H]1CN(C)Cc1ccc(C(F)(F)F)cc1	2.6	4
CCO[C@H]1OC(C(=O)Nc2ccccc2)=C[C@@H](c2cn(C(C)=O)c3ccccc23)[C@@H]1CCCO	·	5
O=C(Nc1scc(-c2ccccc2)c1C(=O)NCc1ccco1)c1ccccc1	0.3	17
CN(C)C(=O)C[C@H]1C[C@H]2c3cc(NC(=O)c4ccc5c(c4)OCO5)ccc3O[C@H]2[C@@H](CO)O1	-1.7	-6
O=C(Cc1ccccc1)N[C@@H]1CC[C@H](CC(=O)N2CCCCC2)O[C@H]1CO	0.2	-11
CO[C@H]1CN(C)C(=O)c2cc(NC(C)=O)ccc2OC[C@H](C)N(Cc2ccncc2)C[C@@H]1C	0.2	7
C[C@H]1CN([C@@H](C)CO)C(=O)c2cc(NC(=O)Nc3ccc(F)cc3)ccc2O[C@H]1CN(C)C(=O)Nc1ccccc1	-2.2	·
C[C@@H]1CN([C@H](C)CO)C(=O)c2cc(-c3ccccc3)cnc2O[C@H]1CN(C)Cc1ccc(C(=O)O)cc1	1.1	-11
c1ccc2c(c1)n(CCN1CCOCC1)c1nc(C34CC5CC(CC(C5)C3)C4)cn21	-0.1	-7
CO[C@H]1CN(C)C(=O)c2ccc(NC(=O)Nc3cc(F)ccc3F)cc2OC[C@@H](C)N(C(=O)c2cnccn2)C[C@H]1C	-0.1	-3
O=C(N[C@H]1C=C[C@H](CC(=O)N2CCN(c3ccccc3)CC2)O[C@H]1CO)c1ccccc1	-0.1	-2
CCc1ccc(O)c(NC(=S)NC(=O)COc2ccc(C)cc2C)c1	-0.3	0
COc1ccc(S(=O)(=O)N[C@H]2CC[C@@H](CC(=O)N3CCc4ccccc4C3)O[C@@H]2CO)cc1	-0.5	4
C[C@@H]1CCCCO[C@@H](CN(C)C(=O)Nc2ccc3c(c2)OCO3)[C@@H](C)CN([C@@H](C)CO)C(=O)c2cc(NC(=O)NC3CCCCC3)ccc2O1	0.2	·
CS(=O)(=O)N(CC(=O)Nc1cccc(Cl)c1)c1ccc(Br)cc1	-0.1	3
C[C@H]1CN([C@@H](C)CO)S(=O)(=O)c2ccc(C#Cc3cccc(F)c3)cc2O[C@H]1CN(C)S(=O)(=O)c1cn(C)cn1	-0.1	-28
N#CC(C(=O)NCc1ccco1)c1ccccc1 (stereo unspecified)	-0.1	16
CC(C)(C)[S@@](=O)N1Cc2cc(C(=O)NCC(F)(F)F)nc(-c3cccc(-c4cccc(F)c4)c3)c2[C@H]1CCO	0.4	-10
CCCC(=O)Nc1ccc2c(c1)C(=O)N(C)C[C@@H](OC)[C@H](C)CN(Cc1nccs1)[C@@H](C)CO2	-0.2	8
CC(C)NC(=O)N(C)C[C@@H]1Oc2c(NS(=O)(=O)c3ccc(Cl)cc3)cccc2C(=O)N([C@H](C)CO)C[C@@H]1C	-2.6	-4
CO[C@@H]1CN(C)C(=O)c2cc(NC(=O)C3CCOCC3)ccc2OC[C@@H](C)N(C(C)=O)C[C@@H]1C	0.1	3
CC(C)NC(=O)N(C)C[C@@H]1OCCCC[C@@H](C)Oc2ccc(NC(=O)CCCN(C)C)cc2C(=O)N([C@@H](C)CO)C[C@@H]1C	1.6	17
Cc1noc(C)c1S(=O)(=O)N(C)C[C@H]1Oc2ccc(NS(=O)(=O)c3ccc(Cl)cc3)cc2C(=O)N([C@@H](C)CO)C[C@H]1C	2.2	·
CC(=O)N(C)C[C@@H]1Oc2cc(-c3ccc(C#N)cc3)ccc2S(=O)(=O)N([C@@H](C)CO)C[C@@H]1C	-0.4	1
C[C@@H]1CN([C@@H](C)CO)C(=O)c2cc(NS(C)(=O)=O)ccc2O[C@@H]1CN(C)C	2.9	·
COc1ccccc1NC(=O)C1=C(C)Nc2nc(-c3ccccc3)nn2C1c1ccccn1 (stereo unspecified)	0.2	-8
Cc1ccc(S(=O)(=O)N(C)C[C@@H]2Oc3c(NC(=O)C4CCCCC4)cccc3C(=O)N([C@@H](C)CO)C[C@H]2C)cc1	2.5	-4
C[C@H](CO)N1C[C@H](C)[C@@H](CN(C)S(C)(=O)=O)Oc2ccc(NC(=O)CCCCCC(=O)Nc3ccccc3N)cc2CC1=O	0.0	·
C[C@H]1CN([C@@H](C)CO)C(=O)c2c(c3ccccc3n2C)-c2ccccc2CO[C@H]1CN(C)S(C)(=O)=O	0.4	-2
COc1cccc(S(=O)(=O)N[C@H]2C=C[C@H](CC(=O)NC3CCC3)O[C@@H]2CO)c1	0.0	-2
(listing goes on)
SMILES	IDH1 R132H inh	PRC2 inh
CC(Oc1ccc(Cl)cc1Cl)C(=O)Nc1nnn(C)n1 (stereo unspecified)	0.3	-14
CC(C)NC(=O)Nc1ccc2c(c1)C(=O)N([C@@H](C)CO)C[C@@H](C)[C@@H](CN(C)S(=O)(=O)c1ccccc1)O2	-0.2	-2
Cc1ccc(N(C(C)C(=O)Nc2cccc(F)c2)S(C)(=O)=O)cc1 (stereo unspecified)	0.5	-2
COC(=O)C1=C/C(C)=C\C(C)N(Cc2ccc(OC)cc2)/C=C\1C(=O)OC (stereo unspecified)	·	7
C[C@@H](NC(=O)C[C@H]1C[C@@H]2c3cc(NC(=O)Nc4ccccc4F)ccc3O[C@@H]2[C@H](CO)O1)c1ccccc1	0.1	-17
COc1ccc(C(=O)CC(=O)O)c2c1C=CC(C)(C)O2	0.2	·
C[C@@H]1CN([C@H](C)CO)C(=O)c2cc(NC(=O)Cc3ccccc3)ccc2O[C@H]1CN(C)C(=O)Nc1ccc(F)cc1	-0.7	·
COc1cccc(-c2cnc3c(c2)C(=O)N([C@@H](C)CO)C[C@@H](C)[C@H](CN(C)C(=O)CN(C)C)O3)c1	0.0	-2
COCC(=O)N(C)C[C@H]1Oc2cc(C3=CCCC3)ccc2S(=O)(=O)N([C@H](C)CO)C[C@H]1C	·	0
O=C(C[C@H]1C[C@H]2c3cc(NC(=O)c4cccnc4)ccc3O[C@H]2[C@@H](CO)O1)NCc1cccc(F)c1	0.0	-1
O=C(NCc1ccccc1)C1=C[C@H](C2CC2)C[C@H](OCCCCO)O1	·	-7
COc1ccc(S(=O)(=O)Nc2ccc3c(c2)CC(=O)N([C@H](C)CO)C[C@H](C)[C@H](CN(C)S(=O)(=O)c2ccc(OC)cc2)O3)cc1	-1.4	·
COc1ccccc1OCc1nc2c3c(-c4ccccc4)c(-c4ccccc4)oc3ncn2n1	0.2	-5
C[C@@H]1CN([C@H](C)CO)S(=O)(=O)c2ccc(C3=CCCC3)cc2O[C@H]1CN(C)C(=O)C1CCC1	4.7	-3
COc1ccc(S(=O)(=O)N[C@@H]2C=C[C@@H](CC(=O)NCc3ccccc3F)O[C@H]2CO)cc1	-0.1	-13
O=C(O)CCCCCCC(=O)N/N=C/c1ccccc1[N+](=O)[O-]	·	-2
C[C@H](CO)N1C[C@H](C)[C@@H](CN(C)S(=O)(=O)c2ccc(Cl)cc2)Oc2c(NS(C)(=O)=O)cccc2C1=O	1.4	·
COc1ccc(NC(=O)N[C@H]2CC[C@@H](CCn3cc(-c4ccccn4)nn3)O[C@H]2CO)cc1	-0.2	-2
CCCn1nnc(NC(=O)COc2ccccc2Cl)n1	0.3	1
Fc1ccc(Cn2ccnc2-c2ccc(C(F)(F)F)cc2)cc1	2.3	0
CCC(=O)Nc1ccc2c(c1)C(=O)N(C)C[C@H](OC)[C@@H](C)CN(Cc1ccccc1C(=O)O)[C@@H](C)CO2	-0.2	-3
O=C(C[C@H]1CC[C@@H](NC(=O)Cc2cccnc2)[C@@H](CO)O1)NCc1ccc2c(c1)OCO2	-0.2	0
C[C@H]1CN([C@@H](C)CO)S(=O)(=O)c2ccc(-c3ccccc3F)cc2O[C@@H]1CN(C)C	-1.7	2

Retrieved one by one from the entries so far (2):
SMILES	IDH1 R132H inh	PRC2 inh
O=C(O)CCCCCCC(=O)N/N=C/c1ccccc1[N+](=O)[O-]	·	-2
C[C@H]1CN([C@@H](C)CO)S(=O)(=O)c2ccc(-c3ccccc3F)cc2O[C@@H]1CN(C)C	-1.7	2

Arranged by SMILES length (smallest number first): ten of the compounds above
SMILES	IDH1 R132H inh	PRC2 inh
CCCn1nnc(NC(=O)COc2ccccc2Cl)n1	0.3	1
O=C(O)CCCCCCC(=O)N/N=C/c1ccccc1[N+](=O)[O-]	·	-2
O=C(NCc1ccccc1)C1=C[C@H](C2CC2)C[C@H](OCCCCO)O1	·	-7
COc1ccccc1OCc1nc2c3c(-c4ccccc4)c(-c4ccccc4)oc3ncn2n1	0.2	-5
COc1ccc(NC(=O)N[C@H]2CC[C@@H](CCn3cc(-c4ccccn4)nn3)O[C@H]2CO)cc1	-0.2	-2
C[C@H]1CN([C@@H](C)CO)S(=O)(=O)c2ccc(-c3ccccc3F)cc2O[C@@H]1CN(C)C	-1.7	2
O=C(C[C@H]1CC[C@@H](NC(=O)Cc2cccnc2)[C@@H](CO)O1)NCc1ccc2c(c1)OCO2	-0.2	0
C[C@@H]1CN([C@H](C)CO)S(=O)(=O)c2ccc(C3=CCCC3)cc2O[C@H]1CN(C)C(=O)C1CCC1	4.7	-3
CCC(=O)Nc1ccc2c(c1)C(=O)N(C)C[C@H](OC)[C@@H](C)CN(Cc1ccccc1C(=O)O)[C@@H](C)CO2	-0.2	-3
C[C@H](CO)N1C[C@H](C)[C@@H](CN(C)S(=O)(=O)c2ccc(Cl)cc2)Oc2c(NS(C)(=O)=O)cccc2C1=O	1.4	·
